# Compound activity: PubChem BioAssay, several laboratories
# BB579 growth dn = growth inhibitors of yeast BB579 in restrictive medium, primary screen, yeast lifespan-shortening project, S. cerevisiae. OD615, 48 h. 140,000 compounds, 0.51% hits. inhibition, % at 10 µM. AID 804, 2007;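 active = inhibition above a set limit, 3 SD over the mean compound inhibition, cut at about 44% in these data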; also: inactives centre near -24
#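 Detection: OD615 turbidity measurement; Material: Saccharomyces cerevisiae DeaD strain BB579, replicative lifespan model yeast; Timing: 48 h exposure, 30 °C; Doses: single 10 µM dose; Medium: CSMM-D restrictive synthetic medium containing dextrose (glucose); Controls: amphotericin B at 10 µg/mL as positive control.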
# Phagocytosis inh = inhibitors of macrophage phagocytosis, primary screen, imaging, J774A.1 cells, IgG beads. J774A.1 macrophage IgG-bead phagocytosis. inhibition, % at 5 µM. 110,000 compounds, 0.07% hits. AID 1029, 2008;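 active = inhibition above the mean of the plate negative controls plus 5 SD, cut at about 13% in these data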;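 also: phagocytic index as fraction of beads internalized from green versus red external bead signal; plate controls were DMSO negative control for no effect and cytochalasin-D positive control for full effect; some results beyond the cut were filed as inactive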
# MRP1 act = H69AR viability gain despite doxorubicin, primary screen, MRP-1 activator project, H69AR cells, CellTiter-Glo | viability rescue | viability increase, % at 10 µM | AID 799, 2007 | 140,000 compounds, 0.61% hits;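 active = viability gain under doxorubicin at or above a set limit, the compound median plus 3 SD, cut at about 4.7% in these data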;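 also: MRP-1 overexpressing cells given doxorubicin 25 µM after compound pretreatment; 18-22 h compound pretreatment then 72 h with doxorubicin before readout; 0% = doxorubicin-only wells and 100% = vehicle-treated cells without doxorubicin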
# E-sel TNF inh = E-selectin induction blockers in HUVEC – imaging, immunofluorescence, high content, primary screen; HUVEC TNFa-induced E-selectin immunofluorescence; inhibition, % at 2 µM; 120,000 compounds, 0.71% hits;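 active = inhibition above the batch mean plus 3 SD, and confirmed as a hit on visual image review, cut at about 43% in these data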;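 also: 0% = TNF-stimulated DMSO wells and 100% = unstimulated control wells; not every result past the cut was called active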
# Measles CPE = compounds protecting cells from measles virus cytopathic effect, primary screen, measles RdRp inhibitor project, single point, MLSMR library, absorbance; Measles virus-infected cells, CPE protection; protection (pct of control), % at 4 µM; 140,000 compounds, 1.5% hits; AID 841, 2007; in the data active = protection mostly above about 24%, no sharp cut-off; inactive = mostly below about 26%; also: some compounds called inactive have numbers as strong as hits
# NPY Y2 blocker = NPY-Y2 receptor antagonists, primary screen, cell-based; Neuropeptide Y receptor type 2 (Homo sapiens), P49146; NPY-Y2 expressing cells, antagonist mode; inhibition, % at 2.7 µM; 140,000 compounds, 0.99% hits; AID 793, 2007; in the data active = inhibition above about 17%;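 also: 0% = vehicle with agonist challenge and 100% = reference antagonist with challenge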
# Target sequence (P49146 whole entry, looked up): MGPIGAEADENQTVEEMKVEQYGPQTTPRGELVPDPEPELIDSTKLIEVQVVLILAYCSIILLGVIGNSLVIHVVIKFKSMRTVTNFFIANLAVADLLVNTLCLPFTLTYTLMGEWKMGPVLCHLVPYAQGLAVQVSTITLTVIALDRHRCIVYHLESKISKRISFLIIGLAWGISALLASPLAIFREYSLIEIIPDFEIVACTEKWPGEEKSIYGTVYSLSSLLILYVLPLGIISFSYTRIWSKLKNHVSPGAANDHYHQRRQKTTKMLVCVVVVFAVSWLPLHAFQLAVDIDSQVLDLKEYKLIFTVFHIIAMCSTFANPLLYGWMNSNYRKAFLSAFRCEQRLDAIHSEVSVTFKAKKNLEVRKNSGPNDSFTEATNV
# Yeast lifespan up = compounds extending yeast replicative lifespan, primary screen, S. cerevisiae, OD615. AID 775, 2007. inhibition of the nicotinamide effect, % at 10 µM. 130,000 compounds, 0.68% hits. S. cerevisiae growth with nicotinamide; deaD strain in restrictive glucose medium;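 active = inhibition above a set limit, placed 3 SD over the median of all compounds, cut at about 26% in these data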;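 also: 0% = nicotinamide-treated wells and 100% = cells grown without nicotinamide; some compounds called inactive have numbers as strong as hits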
#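 assay system = DeaD-strain S. cerevisiae | buffer or medium = restrictive glucose medium | reagent = 1.5 mM nicotinamide | compound = 10 µM single point, 0.25% DMSO | incubation = 48 h compound exposure at 30 °C, humidified | signal = OD615 measurement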
# HCT116 bCat-KO = primary screen for growth suppressors in beta-catenin knockout HCT116 cells (colon tumor, human); HCT116 beta-catenin knockout viability, CellTiter-Glo, 60 h; hits give low values; viability, % at 10 µM; 140,000 compounds, 1.5% hits;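 active = viability at or under a set limit, the compound median less 4 SD, cut at about 6% in these data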;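 also: 0% = Hyamine 1622 control at 20 µM and 100% = untreated cell control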
# HCT116 PTEN-null = growth suppression of PTEN-null HCT116, primary screen, cell-based, CellTiter-Glo | HCT116 PTEN-null viability, 60 h; hits give low values | viability, % at 10 µM | 140,000 compounds, 1.2% hits | AID 827, 2007;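 active = viability at or below a set limit, 4 SD under the median of all tested compounds, cut at about 3.7% in these data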;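 also: PTEN knockout HCT116 line with beta catenin targeted HCT116 as companion control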
# GALR2 antag = GALR2 antagonists in receptor-expressing cells, primary screen; Galanin receptor type 2 (Homo sapiens), O43603; antagonist mode; inhibition, % at 4 µM; 140,000 compounds, 0.39% hits; AID 828, 2007; in the data active = inhibition above about 27%;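 also: cells stimulated with galanin 1-16 at roughly its EC80; 0% = agonist challenge control and 100% = basal control without agonist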
# Target sequence (O43603 whole entry, looked up): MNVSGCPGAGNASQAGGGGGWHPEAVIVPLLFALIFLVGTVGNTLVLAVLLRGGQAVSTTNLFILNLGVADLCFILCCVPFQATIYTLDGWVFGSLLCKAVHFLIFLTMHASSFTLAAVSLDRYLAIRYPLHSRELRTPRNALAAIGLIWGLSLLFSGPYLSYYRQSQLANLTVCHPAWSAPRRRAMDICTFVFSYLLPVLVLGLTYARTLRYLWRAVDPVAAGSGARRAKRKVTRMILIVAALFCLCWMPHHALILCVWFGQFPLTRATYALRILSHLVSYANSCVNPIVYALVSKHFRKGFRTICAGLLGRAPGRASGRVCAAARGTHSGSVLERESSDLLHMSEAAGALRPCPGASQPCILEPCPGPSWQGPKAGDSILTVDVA
# Numbers without * were called inactive; . = not tested or not shown.
SMILES,BB579 growth dn,Phagocytosis inh,MRP1 act,E-sel TNF inh,Measles CPE,NPY Y2 blocker,Yeast lifespan up,HCT116 bCat-KO,HCT116 PTEN-null,GALR2 antag
CC(=O)c1cn(CC(=O)NCc2ccco2)c2ccccc12,-35.4,.,-0.4,0.9,9.2,-1.6,-8.8,83.6,82.6,16.5
Cc1cc2ncn(-c3ncnc4sc5c(c34)CCC(C)C5)c2cc1C (configuration not stated),-25.9,4.8,0.9,-26.3,11.6,-2.0,-4.7,98.2,99.0,-3.8
CCC1CCCCN1CCCNC(=O)C1CCN(S(=O)(=O)N2CCCCC2)CC1 (configuration not stated),-57.6,.,-0.7,.,6.7,1.1,-5.8,94.1,113.6,-3.8
NC(=O)c1cnn2c(C(F)(F)F)cc(-c3ccccc3)nc12,-38.3,-1.7,-1.5,-2.2,14.7,1.4,-2.7,101.9,98.8,-4.8
CCSc1nnc(NC(=O)CSc2nccn2-c2cccc(C)c2)s1,-20.6,.,-1.5,5.0,10.2,0.4,-12.5,103.5,89.2,0.5
CCOC(=O)c1sc(NC(=O)CSc2n[nH]c(CC(C)C)n2)nc1C,-30.7,.,0.4,.,21.1,-3.2,8.6,96.3,97.7,17.7
Cc1cc(NC(=O)CSCC(=O)N(c2cccc(Cl)c2)C(C(=O)NC2CCCCC2)c2ccc(O)c(O)c2)no1 (configuration not stated),-24.6,-5.9,0.4,2.3,6.5,-1.6,4.1,82.5,78.0,4.0
CCc1nnc(NC(=O)CSc2ncnc3c2cnn3-c2ccc(OC)cc2)s1,-20.8,-0.4,-3.2,13.6,19.3,-0.6,-11.7,85.7,86.2,-10.0
C=C(C)n1c(=O)[nH]c2ccccc21,-34.3,.,-0.5,-5.0,1.1,-0.5,-13.1,70.0,84.0,3.8
CCCCCC(=O)N(O)C1CC(=O)N(c2ccccc2)C1=O (configuration not stated),-31.1,0.0,-3.8,2.2,7.7,-0.8,-5.8,73.9,76.5,6.7
c1ccc2c(c1)ncn2CCOCCOCCn1cnc2ccccc21,-9.8,.,-0.6,-2.5,14.7,4.7,.,96.3,97.8,9.7
Cc1cc(C)cc(NC(=O)CSc2nnc(-c3ccc(S(=O)(=O)N4CCCC4)cc3)o2)c1,5.0,-1.2,0.3,4.0,18.9,-1.7,-8.8,103.7,95.3,-3.6
CCOC(=O)N1CCC(N2Cc3cccc(C(=O)O)c3C2=O)CC1,-51.3,-0.1,-0.1,33.6,2.9,-0.4,2.1,101.9,104.5,-1.2
Cc1cc(Cl)c(S(=O)(=O)N2CCCCCC2)cc1OCC(N)=O,-16.6,-3.7,-3.2,-4.0,40.6,2.1,-17.9,78.5,66.1,-7.0
Cn1c(=O)n(C)c2cc(C(N)=O)ccc21,-21.6,-4.7,-4.2,21.9,4.8,2.9,-25.9,95.8,91.3,-15.7
O=S(=O)(Nc1ccc(O)c(Sc2nc3ccccc3s2)c1)c1ccc(F)cc1,-54.5,-9.1,-3.4,-4.3,14.7,0.6,8.6,87.6,89.6,-4.2
CC(C)N1C(=O)CCC1C(=O)NCCc1ccccc1 (configuration not stated),-37.1,1.9,0.0,.,7.3,2.3,5.0,98.2,106.8,8.7
Cc1ccc(CNn2cnnc2SCC(=O)NC(C)(C)C)cc1,-1.2,-0.4,-0.6,.,27.9,0.3,-13.1,87.8,97.1,12.3
CC(=O)Oc1ccc2c(C)cc(=O)oc2c1C(=O)c1ccccc1,-32.3,-2.8,-1.4,.,21.6,1.6,3.4,93.6,100.8,-6.7
CSc1nc2ccc(NC(=O)C3CCCO3)cc2s1 (configuration not stated),-29.9,0.0,-1.2,.,4.5,0.8,-13.2,90.5,97.1,-3.5
O=C(/C=C/c1ccc(Cl)cc1)NCCc1ccccc1,-24.5,-12.7,1.4,.,18.8,7.0,-6.5,94.6,92.2,-6.3
COc1cc(NC(=O)CCN2CCN(c3ccccc3F)CC2)cc(OC)c1,-57.7,-0.7,-4.5,-28.2,2.0,0.2,0.0,84.2,83.4,0.3
CC(=O)NC(Cc1ccccc1)C(=O)OCC(=O)c1ccc(Br)cc1 (configuration not stated),-40.5,-5.7,1.5,8.2,9.2,5.4,-1.0,90.2,97.2,-6.7
CCCc1ncc(C(O)c2cccc(OC)c2OC)n1C (configuration not stated),-41.9,0.0,0.2,.,3.6,1.8,-6.1,91.7,95.9,2.5
CC(c1ccccc1)n1c(SCC(=O)N2CC(=O)Nc3ccccc32)nc2ccccc2c1=O (configuration not stated),-19.2,-9.7,-2.1,.,17.7,3.2,-1.2,56.4,59.6,-11.6
CCOC(=O)N/N=C\c1ccc([N+](=O)[O-])o1,5.2,.,-5.4,0.8,2.1,-1.0,-0.9,20.2,25.7,10.9
c1ccc(OCCOc2ccccc2-c2nnco2)cc1,9.1,0.6,0.6,-15.7,28.6,0.3,-15.4,82.2,89.7,-7.8
COc1ccc(C(=O)N2CCN(Cc3ccccc3C)CC2)cc1OC,-10.4,0.0,0.7,-38.6,11.6,9.0,2.0,95.0,102.3,13.0
CCOc1ccc(CCNC(=O)c2cc3sccc3n2C)cc1OCC,21.4,.,0.6,-33.1,12.8,2.8,-18.9,65.9,66.9,-1.4
Cc1nc2ccccc2nc1CSc1nnc(N)s1,-2.9,.,-2.9,-13.8,6.2,1.8,-8.4,89.1,88.0,-3.7
Cc1c(C(=O)N/N=C/c2ccccc2)[nH]c2ccc(Cl)cc12,-39.2,.,-3.1,0.6,0.4,-1.1,0.1,24.8,25.9,3.7
CC(C)COC(=O)c1ccccc1N1C(=O)C2C3CCC(C3)C2C1=O (configuration not stated),-25.7,-3.4,-0.7,.,10.1,-0.6,7.7,89.6,84.5,7.0
Cn1c(=O)c2c(ncn2CC(=O)OCC(=O)Nc2ccc(Cl)cc2)n(C)c1=O,-24.3,.,-1.3,.,3.6,2.6,5.9,95.1,94.7,-1.6
O=C(CCC(=O)N(c1ccccc1)C(C(=O)NC1CCCC1)c1ccncc1)Nc1cccnc1 (configuration not stated),-17.4,-1.3,-2.4,2.3,1.4,2.6,2.3,93.5,93.3,17.0
Clc1ccc(Sc2cnc3ccccc3n2)cc1,-53.9,0.5,0.0,5.2,8.0,3.3,-19.4,91.5,99.0,3.3
Cc1nc2sc(C(c3ccc(Cl)cc3)N3CCN(C(=O)c4ccco4)CC3)c(O)n2n1 (configuration not stated),-13.5,-0.3,-2.0,4.8,11.7,-3.4,-1.2,97.1,106.2,12.5
CC(C)(C)c1ccc(C(=O)OC/C(O)=C(\C#N)c2nc3ccccc3s2)cc1,-45.3,-3.5,1.1,-11.4,9.3,6.0,1.9,93.1,88.1,-8.2
Cn1c(=O)c2c(nc(SCCN3CCCCC3)n2Cc2ccc(Cl)cc2)n(C)c1=O,-37.0,-1.0,-5.2,.,15.8,7.1,-22.0,61.0,59.2,0.1
C=CCNC(=O)c1ccc(-c2nc(-c3ccccc3)cs2)cc1,-11.0,0.4,0.6,-1.3,5.6,0.9,-17.2,84.2,73.4,0.8
CCCNC1=C(N(C(C)=O)c2cccc(F)c2)C(=O)c2ccccc2C1=O,-23.5,-1.6,-4.4,33.9,5.4,1.8,-0.6,1.0*,0.8*,-4.5
CC(C)Sc1nc(C(F)(F)F)cc(=O)n1-c1ccccc1,-71.2,.,-4.0,-11.4,8.2,2.2,26.7,89.5,92.2,-8.3
COn1c(SC(C)C)nc2ccccc2c1=O,-32.1,.,-2.2,-6.9,19.9,2.9,-27.0,89.0,87.9,-1.6
Cn1nnc2cc(C(=O)N3CCSCC3)ccc21,-40.3,2.6,-1.3,-10.5,15.9,0.1,-12.3,101.7,90.6,0.7
O=C(O)CN(Cc1ccco1)S(=O)(=O)c1ccc(F)cc1,-26.5,.,-1.4,1.7,1.2,-1.6,-4.3,88.0,97.8,0.3
Cc1csc(NC(=O)CSc2nncn2C)n1,-28.8,1.6,-0.8,-1.7,5.4,-0.7,4.7,93.8,101.4,-9.9
CCCCn1c(=NC(=O)c2cccnc2)c(C#N)cc2c(=O)n3cccc(C)c3nc21,-14.0,-0.5,-2.7,1.6,5.5,5.5,-5.2,98.7,100.3,-18.3
S=C(c1ccc[nH]1)N1CCOCC1,-9.8,.,-0.6,24.0,11.0,3.1,.,90.3,99.8,-5.0
Cc1ccc2c(CN3CCN(CCO)CC3)cc(=O)oc2c1,-39.7,-0.7,-0.1,6.0,9.6,3.4,-7.3,95.9,104.8,3.5
O=C1C(c2cc(=O)c3ccccc3[nH]2)=C(O)c2ccccc21,-27.3,-6.3,3.3,.,4.1,2.0,0.2,73.1,68.2,10.6
Cc1ccc(N(CC(=O)Nc2ccccc2-c2ccccc2)S(=O)(=O)c2ccccc2)cc1,-45.5,.,1.6,-0.1,2.8,5.7,-4.9,7.1,10.9,6.7
# More records follow.
SMILES,BB579 growth dn,Phagocytosis inh,MRP1 act,E-sel TNF inh,Measles CPE,NPY Y2 blocker,Yeast lifespan up,HCT116 bCat-KO,HCT116 PTEN-null,GALR2 antag
CC(C)CCNC(=O)c1sc2ccc(S(=O)(=O)N3CCCCC3)cc2c1N,-43.5,-4.3,-0.8,-19.0,8.1,0.6,3.4,92.2,96.8,4.8
CCC(C)NC(=O)c1ccccc1NC(=O)c1ccccc1N(C)S(C)(=O)=O (configuration not stated),-25.8,.,-3.2,-3.0,0.6,0.9,.,94.1,94.6,12.1
Oc1ccccc1/C=N/Nc1ccccc1,9.5,.,-3.0,.,3.0,2.4,-4.4,92.2,95.9,29.5*
CC(C)C(NC(=O)CN1C(=O)c2ccccc2S1(=O)=O)C(C)C,-1.4,1.1,-2.1,.,7.7,-0.9,-5.3,95.5,98.0,3.4
c1ccc(-c2nc(NC3CC3)nc(-n3ccnc3)n2)cc1,-26.0,-0.7,-0.9,2.7,14.2,-2.5,-8.7,112.6,84.3,-10.7
CC1Cc2ccccc2N1C(=O)CN1CCC(n2nnc3cc(C(F)(F)F)ccc32)CC1 (configuration not stated),-40.8,-0.9,-3.7,.,8.5,0.6,-7.4,18.5,23.0,2.2
Cc1ccc(C(=O)Nc2cc(Cl)ccc2N2CCCCC2)s1,-11.7,-0.7,-1.4,24.1,4.4,12.9,-6.4,77.7,66.7,2.5
COc1ccc(CCNC2=C(Cl)C(=O)N(CCc3ccccc3)C2=O)cc1OC,-14.3,-0.3,1.6,-2.9,7.5,5.4,-8.1,58.4,65.8,0.8
